High-throughput results (PubChem)
Glyco luc inh = blocks N-linked glycosylation in D54 reporter cells | D54 ERlucT glycosylation luciferase reporter, 24 h; percent of 100 nM tunicamycin response | reporter increase, % at 12.5 µM | actives 0.23% (n = 360,000) | AID 588692;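 active = mean luciferase reporter signal, scaled so untreated is 0 and the glycosylation-blocking control 100, at or above a set limit in every replicate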;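 note: luciferase carries N-glycosylation sites so blocking glycosylation raises the light; 0% = median of neutral control wells and 100% = median of 100 nM tunicamycin wells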
ABCB6 inh 2 = human ABCB6 transporter inhibition; Q9NP58; K562-ABCB6 porphyrin accumulation, flow cytometry, 1 h; hits give low values; fluorescence ratio to DMSO, % at 10 µM; actives 0.19% (n = 360,000); AID 602162;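 active = fluorescence ratio to DMSO below 75%, the collection mean minus 3 SD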;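 note: signal is porphyrin accumulated inside mitochondria; 100% equals median channel fluorescence of DMSO control wells; lower ratio means ABCB6 inhibition with less porphyrin fluorescence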
Granule exo inh = blocks lytic granule exocytosis; actives 0.66% (n = 360,000); AID 651702; inhibition, % at 10 µM; TALL-104 LAMP-1 surface exposure, flow cytometry; cells stimulated with thapsigargin and PMA;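 active = inhibition above about 55%, limit read from the data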
PDI turbidity = blocks human protein disulfide isomerase activity; P07237; PDI insulin aggregation turbidity, A650, 90 min; inhibition, % at 10 µM; actives 0.052% (n = 350,000); AID 588391;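 active = mean inhibition across replicates of 30% or more, whatever share of single replicates reach that level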;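 note: absorbance from insulin aggregation driven by PDI reduction with DTT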
Target sequence (P07237 whole entry, looked up): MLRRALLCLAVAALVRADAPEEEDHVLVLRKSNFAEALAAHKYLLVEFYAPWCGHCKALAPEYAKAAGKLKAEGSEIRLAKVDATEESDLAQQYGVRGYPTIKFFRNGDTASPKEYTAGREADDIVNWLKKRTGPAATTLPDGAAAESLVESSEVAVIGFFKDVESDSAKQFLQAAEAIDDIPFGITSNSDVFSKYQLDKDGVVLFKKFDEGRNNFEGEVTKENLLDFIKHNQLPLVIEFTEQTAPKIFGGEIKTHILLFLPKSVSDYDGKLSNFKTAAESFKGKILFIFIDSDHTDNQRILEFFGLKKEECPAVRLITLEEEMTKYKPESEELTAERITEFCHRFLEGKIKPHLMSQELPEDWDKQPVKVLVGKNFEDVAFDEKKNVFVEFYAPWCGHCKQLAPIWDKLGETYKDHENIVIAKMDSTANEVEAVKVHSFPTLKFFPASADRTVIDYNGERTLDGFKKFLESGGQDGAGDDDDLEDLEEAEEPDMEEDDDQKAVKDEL
MC4R barr agon = human MC4R agonism via beta-arrestin; P32245; U2OS MC4R beta-arrestin complementation, luminescence; percent of melanotan II response, DMSO zero; activation, % at 8.9 µM; actives 0.98% (n = 360,000); AID 540308;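 active = activation above a per-plate cutoff, the mean activation of sample wells on that plate plus 3 SD, cut at about 8% in these data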
Target sequence (P32245 whole entry, looked up): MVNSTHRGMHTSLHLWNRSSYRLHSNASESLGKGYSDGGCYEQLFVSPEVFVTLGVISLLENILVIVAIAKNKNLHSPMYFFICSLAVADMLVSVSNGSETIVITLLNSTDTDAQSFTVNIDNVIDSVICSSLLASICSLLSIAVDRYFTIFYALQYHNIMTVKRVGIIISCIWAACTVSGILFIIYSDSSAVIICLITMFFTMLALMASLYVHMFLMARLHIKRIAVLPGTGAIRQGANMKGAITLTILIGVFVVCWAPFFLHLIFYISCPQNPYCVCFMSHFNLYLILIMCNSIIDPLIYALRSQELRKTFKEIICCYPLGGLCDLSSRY
m5-HT2A agonist = mouse HTR2A agonism via beta-arrestin recruitment; activation, % at 7.6 µM; AID 624169; CHO-K1 mHTR2A beta-arrestin complementation, luminescence; percent of 30 µM serotonin response; actives 0.66% (n = 360,000); P35363;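 active = activation above a run cutoff, the mean activation of all tested compounds plus 3 SD, cut at about 14% in these data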;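 note: 0% = plate median of compound wells and 100% = 30 µM serotonin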
H9c2 protect = modulators protecting cardiomyocytes from myocardial damage; H9c2 cardiomyocytes, H2O2 injury protection, ATPLite, 2 h; actives 0.63% (n = 360,000); protection from H2O2 cell death, % at 20 µM; AID 588492;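 active = compounds giving at least 50% protection of heart cells from peroxide-induced death in the single-dose screen, raw or plate-pattern-corrected value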;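 note: 0% = DMSO wells with peroxide and 100% = DMSO wells without peroxide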
MC4R antagonist = blocks human MC4R cAMP signaling; P32245; MC4R-expressing cells, MTII-stimulated cAMP, LANCE TR-FRET; inhibition, % at 6.5 µM; actives 0.48% (n = 360,000); AID 540295;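 active = inhibition above its plate's cutoff, the mean of tested wells on that plate plus 3 SD, cut at about 29% in these data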;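 note: 0% = Melanotan II alone and 100% = Melanotan II plus saturating MCL0020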
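System: U2OS-MC4R stable cell line; Technique: Eu-cAMP/anti-cAMP TR-FRET, emission 671 nm; Repeats: single well per compound; Also added: Melanotan II; Dosing: one concentration, 6.5 µM nominal; Schedule: 30-min compound, 1-h challenge, 1-h detection, room temperature.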
CaV13 ICDI inh = Disruptors of the CACNA1D IQ motif to Ca2+-dependent inactivation inhibitor domain association, primary screening, Förster resonance energy transfer in intact living …. HEK cells, CFP/YFP FRET ICDI-IQ, plate reader, 10 min; percent FRET-ratio fall versus neutral wells. inhibition, % at 12.3 µM. actives 0.098% (n = 340,000). AID 743397;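 active = mean replicate inhibition of at least 30% and at least 1% of replicates passing that level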;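 note: 0% = median of the neutral control wells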
ABHD5 PLIN5 PPI = inhibitors of human ABHD5-perilipin-5 interaction. Q00G26+Q8WTS1. Split G. princeps luciferase complementation, luminescence, 4 h. inhibition, % at 4 µM. actives 0.78% (n = 360,000). AID 602281;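 active = inhibition above the mean inhibition across every tested compound plus 3 SD, cut at about 22% in these data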;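 note: 0% = DMSO only wells and the 100% control is not disclosed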
An asterisk follows results filed as active; · = no result given.

item	compound	Glyco luc inh	ABCB6 inh 2	Granule exo inh	PDI turbidity	MC4R barr agon
1	Cc1ccc2ccc3cccnc3c2n1	4	100	-3	-1	-1.8
2	CCN(CC)CCn1c(=S)[nH]c2cc(C(=O)NCc3ccccc3Cl)ccc2c1=O	-5	95	5	1	-1.0
3	COc1ccc2c(c1)[nH]c1c(=O)n(N)cnc12	4	97	-2	-5	0.3
4	Cc1nc(CSc2n[nH]c(=O)n2-c2cccc(F)c2)cs1	1	104	0	-2	-2.2
5	CCc1cccc(NC(=O)CCNS(=O)(=O)c2cc(Br)cnc2N)c1	-3	93	2	4	-0.6
6	COCCn1c(C)cc(/C=C2/NC(=O)N(Cc3ccc(C)cc3)C2=O)c1C	-1	92	-1	-3	1.4
7	Cn1c(CO)cnc1S(=O)(=O)Cc1c(Cl)cccc1Cl	0	100	18	16	-0.7
8	CSC1=NC=C(C#N)C2=NC(c3c(Cl)cccc3Cl)NN12 (centres undefined)	11	93	1	·	·
9	Cc1ccc(C(=O)O)cc1NC(=O)c1ccc(Cn2nc(C)c(Cl)c2C)o1	0	102	-1	6	-0.2
10	O=C(Nc1ccc(Oc2ccc(NC(=O)c3ccco3)c(NC(=O)c3ccco3)c2)cc1)c1ccco1	-3	99	24	2	-0.4
11	CN(C(=O)c1cccnc1)c1nc(-c2ccccc2)cs1	-2	97	-2	-11	1.2
12	C=CCN1C(c2cccc(C(F)(F)F)c2)=CS/C1=C(\C#N)c1nnc(N2CCOCC2)n1-c1ccccc1	-1	95	-5	7	3.4
13	COc1ccc(N2CCN(C(=O)CSc3nnc(-c4cc5ccccc5cc4O)n3C)CC2)cc1	-2	95	1	5	-2.6
14	CCN(CC)c1nc(-c2cccc(OC)c2O)nc2ccccc12	1	96	9	13	-1.4
15	CC[C@]12c3[nH]c4cc(CCC(=O)N(C)C)ccc4c3CCN1C(=O)[C@@H](CC(=O)NCc1ccc(OC)c(OC)c1)C[C@@H]2C(=O)N1CCN(C(=O)c2ccco2)CC1	1	101	-5	-2	0.7

item	m5-HT2A agonist	H9c2 protect	MC4R antagonist	CaV13 ICDI inh	ABHD5 PLIN5 PPI
1	1	-13	0	-21	4
2	-7	11	5	-13	1
3	5	2	-2	-5	-5
4	-4	-4	8	-21	-8
5	-4	-1	5	-16	-2
6	-4	-3	16	-5	12
7	6	-4	1	-6	1
8	5	2	·	·	14
9	3	4	9	-7	2
10	-9	33	2	-9	7
11	4	-1	2	-4	3
12	0	0	-12	-5	3
13	1	-1	-2	-6	4
14	-1	17	10	·	-3
15	3	14	-1	-3	1

Entries of single compounds from above. Screens in order: Glyco luc inh | ABCB6 inh 2 | Granule exo inh | PDI turbidity | MC4R barr agon | m5-HT2A agonist | H9c2 protect | MC4R antagonist | CaV13 ICDI inh | ABHD5 PLIN5 PPI
Shown for `CC[C@]12c3[nH]c4cc(CCC(=O)N(C)C)ccc4c3CCN1C(=O)[C@@H](CC(=O)NCc1ccc(OC)c(OC)c1)C[C@@H]2C(=O)N1CCN(C(=O)c2ccco2)CC1` → 1 | 101 | -5 | -2 | 0.7 | 3 | 14 | -1 | -3 | 1
Shown for `COCCn1c(C)cc(/C=C2/NC(=O)N(Cc3ccc(C)cc3)C2=O)c1C` → -1 | 92 | -1 | -3 | 1.4 | -4 | -3 | 16 | -5 | 12

Continued:
item	compound	Glyco luc inh	ABCB6 inh 2	Granule exo inh	PDI turbidity	MC4R barr agon
16	O=C1c2ccsc2SCCN1Cc1c(F)cccc1Cl	-1	101	36	1	-0.1
17	COc1cccc(C2CCCN2Cc2nc(CCC(C)C)no2)c1 (centres undefined)	-1	101	-3	-3	3.7
18	Cn1nc(C#N)c(=O)[nH]c1=O	1	98	8	-11	-2.4
19	COc1ccc(C(=O)NCC(=O)N/N=C/c2ccc([N+](=O)[O-])s2)cc1OC	2	105	-2	4	-0.1
20	Cc1cc(C)nc(NS(=O)(=O)c2ccc(NC(=O)c3ccco3)cc2)n1	1	98	3	3	-1.6
21	CC1Oc2ccccc2N(CC(=O)Nc2ccccc2F)C1=O (centres undefined)	1	98	-21	-4	-1.0
22	CCOc1cc(/C=N/NC(=O)c2cc(C)n(-c3ccc(F)cc3)c2C)ccc1O	-2	104	-4	4	-0.4
23	O=S(=O)(c1ccccc1C(F)(F)F)N1CCC(n2cnc3ccccc32)CC1	-1	103	0	-2	-0.3
24	Cc1ccc(NCCNc2ccc(C)cc2)cc1	4	92	8	6	1.8
25	COc1cccc(CNC(=O)COC(=O)c2cc([N+](=O)[O-])ccc2N2CCCC2)c1	-6	98	-3	4	-0.4
26	COc1ccc(/C=C2\SC(=O)N=C2N)cc1	4	101	-2	12	-1.8
27	CCOc1ccc(S(=O)(=O)N2CCC(C(=O)N3CCN(Cc4ccccc4)CC3)CC2)cc1	-2	96	7	4	2.8
28	Cc1csc2c(N3CCN(C(=S)Nc4ccc(F)cc4F)CC3)ncnc12	-1	95	-11	5	1.3
29	COc1ccc(C(=O)c2ccccc2)c(OCC(=O)NC2CC2)c1	0	98	-1	2	0.4
30	CC(OC(=O)CN(C)S(=O)(=O)c1ccc(Cl)cc1)C(=O)Nc1ncc(Cl)cc1Cl (centres undefined)	1	95	1	-2	-0.7

item	m5-HT2A agonist	H9c2 protect	MC4R antagonist	CaV13 ICDI inh	ABHD5 PLIN5 PPI
16	-4	-3	11	-6	4
17	8	-7	1	-3	-4
18	1	1	11	-10	4
19	-8	2	-11	4	4
20	3	3	2	·	2
21	-5	9	2	-2	-3
22	-6	0	6	-4	-1
23	0	2	-5	-7	6
24	-2	-4	-3	-6	3
25	-6	3	0	-3	-8
26	0	0	-14	-5	-2
27	-2	-3	23	-5	2
28	34*	-17	7	-5	-11
29	2	-7	10	-7	-6
30	2	-8	12	·	5

Additional compounds follow:
item	compound	Glyco luc inh	ABCB6 inh 2	Granule exo inh	PDI turbidity	MC4R barr agon
31	O=C(CNC(=O)c1ccc2c(c1)OCO2)Nc1cccc(Br)c1	7	93	6	-5	-1.5
32	O=C(COC(=O)CCN1C(=O)/C(=C\C=C\c2ccccc2)SC1=S)Nc1ccc(Br)cc1	-1	104	3	2	0.3
33	Cc1ccc(NC(=S)NCC23C=CC(O2)C2C(=O)N(c4ccc(C)cc4)C(=O)C23)cc1 (centres undefined)	0	95	30	0	-3.5
34	Cc1cc(C)nc(NN2C(=O)/C(=C/c3ccccc3)SC2=S)n1	2	83	0	-2	1.5
35	Cc1ccccc1C(=O)NN1CC(C(=O)OCc2ccc(Cl)c(Cl)c2)CC1=O (centres undefined)	1	106	-2	6	3.2
36	Cc1occc1-c1nnc(SCC(=O)O)n1-c1ccccc1	-1	94	0	7	-3.1
37	COc1ccc(CCNC(=O)CS(=O)(=O)Cc2nc(-c3ccccc3Cl)oc2C)cc1OC	-1	99	-4	·	1.2
38	Cc1cc(C)cc(NC(=O)c2sc3nc4n(c(=O)c3c2C)CCC4)c1	-1	92	-6	-3	-1.6
39	Cc1ccc(NC(=O)CCNC(=O)c2ccc(Br)cc2)cc1S(=O)(=O)N1CCCCCC1	-3	94	11	11	-0.6
40	Cc1c(C(=O)OC(C)C)[nH]c2c1C(=O)CC(C)(C)C2	-1	95	-2	1	2.1
41	O=C(CNS(=O)(=O)c1c(Cl)cccc1Cl)OCC(=O)c1ccc[nH]1	-1	93	-3	-9	1.5
42	Cc1nnsc1C(=O)N/N=C/c1ccccc1Cl	1	91	-7	-1	-3.2
43	O=C(c1ccco1)N1CCN=C1SCc1cccc(F)c1	-1	99	-5	-7	-1.4
44	O=C(Nc1ccc(F)cc1F)c1c(C(F)(F)F)ccnc1Oc1ccc(Cl)cc1	-2	94	5	5	2.8
45	O=C(Nc1ccc2c(c1)OCO2)C(c1ccccc1)N1CCC2(CC1)OCCO2 (centres undefined)	0	92	1	21	-1.5

item	m5-HT2A agonist	H9c2 protect	MC4R antagonist	CaV13 ICDI inh	ABHD5 PLIN5 PPI
31	-7	18	-1	-2	2
32	2	1	17	-4	-9
33	-2	-5	16	-2	15
34	-2	4	3	-4	-11
35	-3	-2	8	·	-7
36	6	3	6	6	2
37	0	14	5	-6	0
38	6	2	-5	-7	6
39	1	-7	3	-6	4
40	-2	2	22	-9	-5
41	-3	6	13	-5	0
42	0	8	3	-5	0
43	1	4	-1	-14	-2
44	-3	-6	3	-5	2
45	-1	6	8	1	2

Next part; the last 4 above are carried over.
item	compound	Glyco luc inh	ABCB6 inh 2	Granule exo inh	PDI turbidity	MC4R barr agon
42	Cc1nnsc1C(=O)N/N=C/c1ccccc1Cl	1	91	-7	-1	-3.2
43	O=C(c1ccco1)N1CCN=C1SCc1cccc(F)c1	-1	99	-5	-7	-1.4
44	O=C(Nc1ccc(F)cc1F)c1c(C(F)(F)F)ccnc1Oc1ccc(Cl)cc1	-2	94	5	5	2.8
45	O=C(Nc1ccc2c(c1)OCO2)C(c1ccccc1)N1CCC2(CC1)OCCO2 (centres undefined)	0	92	1	21	-1.5
46	O=C(OC(C(=O)NCc1ccccc1)c1ccccc1)c1ccco1 (centres undefined)	3	94	-9	3	-0.7
47	CCOP(=O)(OCC)C1NC(=O)N(c2ccccc2)C1=O (centres undefined)	0	95	1	-5	-2.9
48	Cc1cc(NC(=O)Nc2ccc(OCc3ccccc3)cc2)n(C)n1	-1	98	-8	5	0.1
49	COc1cccc2c1Oc1cc([N+](=O)[O-])cc(N(C)C(C)=O)c1C=C2	10	94	-5	13	0.3
50	C=CCNC(=S)N/N=C(\C)c1ccc(-n2ccnc2)cc1	0	99	4	3	2.9
51	CCCN1CCC(=O)N(CCSc2ccccc2)CC1	-4	100	-1	2	-1.3
52	O=C(O)c1cc(C(F)(F)F)nc2c(C(F)(F)F)cccc12	3	103	-2	13	-0.1
53	O=C(CCC(=O)NC1CCCCC1)N/N=C/c1ccncc1	2	100	-2	2	-2.2
54	CCc1nnc(NS(=O)(=O)c2ccc(N3C(=O)C4CC=C(Cl)CC4C3=O)cc2)s1 (centres undefined)	2	97	-2	13	-2.4
55	CCOc1cc2[nH]c(=O)n(CCC(=O)NCCc3ccc(OC)c(OC)c3)c(=O)c2cc1OCC	·	100	0	-6	-1.1
56	COc1ccc(CN2CCC(CO)(CCOc3ccccc3)CC2)c(OC)c1C	0	91	-1	6	-0.6

item	m5-HT2A agonist	H9c2 protect	MC4R antagonist	CaV13 ICDI inh	ABHD5 PLIN5 PPI
42	0	8	3	-5	0
43	1	4	-1	-14	-2
44	-3	-6	3	-5	2
45	-1	6	8	1	2
46	1	-2	3	-3	-7
47	-5	-3	3	-19	6
48	0	-9	1	·	5
49	-1	9	-3	-10	6
50	3	6	0	1	5
51	-2	-2	-2	-5	-2
52	-1	7	14	-12	-7
53	0	-2	18	0	1
54	-1	0	10	-5	5
55	3	8	2	-4	-2
56	-8	4	6	4	-6
